# Bioassay records deposited in PubChem BioAssay by National Center for Advancing Translational Sciences (NCATS).
# Glioma ERSR ind: qHTS for Inducers of the Endoplasmic Reticulum Stress Response (ERSR) in Human Glioma: qHTS | U87-MG GRP78 promoter luciferase reporter, 16 h | Potency, µM, inactives show at the highest dose activation, most hits filed as activators | hit rate 0.02% among 420,000; further: potency means the concentration at half of the fitted maximal effect; series mostly up to about 76 µM; % of control where 0% means no effect; nearly all actives have a fitted effect of over 35% in size
#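 Stably transfected U87-MG human glioma cells carrying a GRP78-based luminescent sensor were seeded at 1000 cells/well, pin-dosed with compounds and incubated 16 h. Luciferase reagent was then added, and end-point luminescence was read after 10 min at room temperature.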
# RGS4 inhibitor: Inhibitors of Regulator of G Protein Signaling (RGS) 4: qHTS; Regulator of G-protein signaling 4 (Homo sapiens), P49798; Transcreener GDP fluorescence polarization, RGS4-accelerated GTP hydrolysis; Potency, µM (series often up to 114 µM), for the others: at the top dose activity change, negative = inhibition, most hits filed as inhibitors; hit rate 0.039% among 390,000; further: potency means the concentration at half of the fitted maximal effect; on the % scale 0 is the no-effect control and ±100 the full control effect; nearly all actives have a fitted effect of over 75% in size; some results filed as inactive show a strong effect at the top dose
# Target sequence (P49798 whole entry, looked up): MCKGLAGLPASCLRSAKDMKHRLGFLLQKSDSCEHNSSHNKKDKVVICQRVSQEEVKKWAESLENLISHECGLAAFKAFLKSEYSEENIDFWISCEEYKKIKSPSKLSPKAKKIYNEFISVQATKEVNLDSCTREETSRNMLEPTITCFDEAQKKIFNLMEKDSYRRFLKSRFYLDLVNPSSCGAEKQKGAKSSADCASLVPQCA
#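 MLSMR compounds (23 nl, pin-transferred) preincubated 10 min at room temperature with a 500nM (2x) first reagent, then RGS4 at 900nM (2x) plus Transcreener GDP mix added; fluorescence polarization (620/688 nm) read before and after 90 min at 30 °C.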
# Vif-A3G inh: qHTS for Inhibitors of Vif-A3G Interactions: qHTS; DNA dC->dU-editing enzyme APOBEC-3G (Homo sapiens), Q9HC16; HeLa A3G-eYFP + Vif (tagged APOBEC3G with the HIV-1 protein that degrades it), YFP fluorescence, overnight; Potency, µM (highest dose often 46.1 µM), inactives show at the highest dose activity, negative = active, actives largely listed as inhibitors; hit rate 0.076% among 410,000; AID 602310, 2012;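 further: potency means the concentration at half of the fitted maximal effect; on the % scale 0 is the no-effect control and ±100 the full control effect; nearly all actives have a fitted effect of over 60% in size; hits raise eYFP signal because A3G escapes Vif-driven loss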
#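 HeLa cells stably expressing Vif and C-terminally eYFP-tagged A3G, seeded overnight at 37 deg C, then exposed to compound by pintool overnight at 37 deg C. Rise in yellow fluorescence (Ex 488/Em 500-530, Acumen) marks blocked Vif-driven A3G degradation.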
# USP1 inh: Inhibitors of USP1/UAF1: Primary Screen; Potency, µM (series often up to 57.1 µM), without a hit: at the highest dose activity change, negative = inhibition, actives largely listed as inhibitors; hit rate 0.23% among 390,000; Ubiquitin carboxyl-terminal hydrolase 1 (Homo sapiens), O94782; AID 743255, 2014; recombinant USP1/UAF1, Ub-Rhodamine cleavage fluorescence; further: potency means the concentration at half of the fitted maximal effect; on the % scale 0 is the no-effect control and ±100 the full control effect; nearly all actives have a fitted effect of over 60% in size; inactives centre near -12
#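 1 nM enzyme complex + cpd, 15 min RT; start with Ub-Rho 150nM final; kinetic fluorescence ex 480/em 540, 6 reads q60 s. Buffer 50mM HEPES pH 7.8, 0.5mM EDTA, 0.1 mg/ml BSA, 1mM TCEP, 0.01% Tween-20.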
# Vif-A3F inh: qHTS for Inhibitors of Vif-A3F Interactions: qHTS | hit rate 0.2% among 390,000 | HeLa A3F-eYFP + Vif (tagged APOBEC3F with the HIV-1 protein that degrades it), YFP fluorescence increase | Potency, µM (titrated, usually from 46.1 µM), for the others: at the top dose activity, negative = active; further: potency means the concentration at half of the fitted maximal effect; % of control where 0% means no effect; nearly all actives have a fitted effect of over 65% in size
#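 Fluorescence increase (Ex 488/Em 500-530) after overnight compound treatment at 37 deg C flags inhibition of Vif-driven A3F-eYFP loss in stable HeLa A3F-eYFP/Vif cells seeded overnight beforehand.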
# mIDH1 inhibitor: qHTS for Inhibitors of mutant isocitrate dehydrogenase 1 (IDH1): qHTS | Isocitrate dehydrogenase [NADP] cytoplasmic (Homo sapiens), O75874 | IDH1-R132H enzyme, NADPH consumption, diaphorase/resazurin fluorescence | Potency, µM (series often up to 76.6 µM), for inactives: top-dose activity change, negative = inhibition, usual class: inhibitors | hit rate 0.093% among 390,000 | AID 602179, 2012; further: potency means the concentration at half of the fitted maximal effect; on the % scale 0 is the no-effect control and ±100 the full control effect; nearly all actives have a fitted effect of over 65% in size
# Target sequence (O75874 whole entry R132H, stated change not applied): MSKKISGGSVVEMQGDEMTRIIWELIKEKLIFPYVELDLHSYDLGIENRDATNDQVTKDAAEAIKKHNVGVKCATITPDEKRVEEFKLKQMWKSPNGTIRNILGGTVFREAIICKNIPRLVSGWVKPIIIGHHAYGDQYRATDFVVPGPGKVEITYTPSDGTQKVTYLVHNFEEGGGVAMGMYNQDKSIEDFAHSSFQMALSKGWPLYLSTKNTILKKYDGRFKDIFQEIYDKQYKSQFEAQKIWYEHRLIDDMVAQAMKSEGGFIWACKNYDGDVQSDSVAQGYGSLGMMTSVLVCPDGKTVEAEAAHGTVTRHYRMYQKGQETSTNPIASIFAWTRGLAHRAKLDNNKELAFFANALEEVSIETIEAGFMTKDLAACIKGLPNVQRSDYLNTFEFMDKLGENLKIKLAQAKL
#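 IDH1-R132H (0.5 ug/mL dispensed) in pH 7.5 Tris buffer was preincubated 30 min with compound, then given a substrate mix of 0.016 mM NADPH and 2 mM alpha-KG for 80 min at room temperature; remaining NADPH was read by diaphorase/resazurin fluorescence.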
# LDHA block: qHTS assay for inhibitors of human lactate dehydrogenase; purified LDHA, NADH/diaphorase-resazurin fluorescence; stronger effect = lower value; activity change, % (values are at about 110 or 230 µM); hit rate 0.15% among 480,000; AID 1347041, 2019; in the data active means activity change below about -30%; inconclusive means mostly about -25% to -30%;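 further: plate controls were DMSO wells for no effect and wells without enzyme for full effect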
#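 LDH5 2 nM; NADH 0.06 mM, pyruvate 0.2 mM; 200 mM Tris pH 7.4, EDTA, Tween-20; 5 min RT. Detection: diaphorase 0.133 mg/mL + resazurin 37 µM, fluorescence ex540/em590 at 0 and 20 min; normalized to enzyme-free and DMSO wells.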
# rTrxR1 inhibitor: qHTS Assay for Inhibitors of Mammalian Selenoprotein Thioredoxin Reductase 1 (TrxR1): qHTS. Potency, µM (series often up to 114 µM), inactives show at the highest dose activity change, negative = inhibition, most hits filed as inhibitors. recombinant rTrxR1, NADPH fluorescence consumption, selenite substrate. hit rate 1% among 390,000; further: potency means the concentration at half of the fitted maximal effect; on the % scale 0 is the no-effect control and ±100 the full control effect; nearly all actives have a fitted effect of over 65% in size
# Target sequence (O89049 whole entry, looked up): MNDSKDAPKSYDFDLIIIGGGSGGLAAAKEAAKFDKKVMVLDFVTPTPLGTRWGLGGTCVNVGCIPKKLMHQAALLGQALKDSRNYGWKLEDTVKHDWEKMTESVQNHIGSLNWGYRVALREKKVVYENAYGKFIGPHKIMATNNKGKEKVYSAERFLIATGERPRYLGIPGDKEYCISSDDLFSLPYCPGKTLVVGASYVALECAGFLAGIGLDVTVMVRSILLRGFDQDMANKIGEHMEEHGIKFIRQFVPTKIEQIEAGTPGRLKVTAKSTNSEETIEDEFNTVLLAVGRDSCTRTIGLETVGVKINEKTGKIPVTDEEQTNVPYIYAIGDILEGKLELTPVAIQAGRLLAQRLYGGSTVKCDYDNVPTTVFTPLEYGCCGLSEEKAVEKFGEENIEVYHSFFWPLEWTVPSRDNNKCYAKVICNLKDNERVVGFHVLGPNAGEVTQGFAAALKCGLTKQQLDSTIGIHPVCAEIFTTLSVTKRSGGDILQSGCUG
#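 Rat TrxR1 (90 nM in the dispensed reagent) was pre-reduced with 400 uM NADPH for 5 min at room temperature, then incubated with compound for 15 min. After 400 uM selenite was added, NADPH fluorescence (Ex 340/Em 450 nm) was followed for 8 min.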
# TrxR1 substrate: qHTS Assay for Substrates of Mammalian Selenoprotein Thioredoxin Reductase 1 (TrxR1): qHTS. purified TrxR1 substrate turnover, NADPH consumption readout. hit rate 0.01% among 390,000. Potency, µM (titrated, usually from 114 µM), for inactives: at the top dose activity change, negative = substrate turnover; further: potency means the concentration at half of the fitted maximal effect; on the % scale 0 is the no-effect control and ±100 the full control effect; nearly all actives have a fitted effect of over 50% in size
#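 Rat TrxR1, dispensed at 90 nM, was prereduced with 400 uM NADPH (final) for 5 min at ~22 deg C, then incubated with compound 15 min before 400 uM selenite. A first-read NADPH fluorescence drop versus no-compound background flagged substrates.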
# An asterisk follows results filed as active; ? = inconclusive; . = not tested or not shown; & = joins results of further samples; [ ] = another dose, or the depositor's remark. Unless noted, the call rests on the fitted dose curve; in most records, active means well fitted curve in the direction sought with a large enough effect; inconclusive means small, poorly fitted or top-dose-only effect, or another doubt; inactive means no such curve, though single readings can be large; an effect the other way counts as inactive or inconclusive. Not all compounds are listed (hit frequency here may not be typical).
item	Molecule	Vif-A3G inh	mIDH1 inhibitor	USP1 inh	RGS4 inhibitor	rTrxR1 inhibitor	Vif-A3F inh	TrxR1 substrate	LDHA block	Glioma ERSR ind
1	CC(=O)c1cccc(NC(=O)Nc2cc3c(cc2N2CCCC2)n(C)c(=O)n3C)c1	-7%	3%	-8%	7%	-3%	-2%	-3%	-3	-2%
2	COc1ccc(-c2cc(=O)oc3cc(OC(C)C(=O)NCC4CCC(C(=O)O)CC4)ccc23)cc1 (stereo not given)	-1%	1%	-12%	-3%	2%[57.1 µM]	0%	8%[57.1 µM]	-2	-3%
3	CCCS(=O)(=O)c1c(S(=O)(=O)CCC)c2ccc(C(N)=O)cn2c1C(=O)c1ccccc1	-9%	-7%	-19%	0%	4%	-5%	0%	-7	-1%
4	CC1(C)C2CCC1(CS(=O)(=O)Nc1cccc(S(N)(=O)=O)c1)C(=O)C2 (stereo not given)	3%	9%	-3%	34%	18%	2%	-2%	-4	2%
5	COC(=O)CC1C(=O)NCCN1Cc1cn(-c2ccc(C)cc2)nc1-c1cccc(C)c1 (stereo not given)	0%	12%	-23%	-3%	18%	-17%	7%	4	2%
6	Cc1ccc(NC(=O)CN(C(=O)N2CCN(C)CC2)S(=O)(=O)c2ccc(C)cc2)cc1	4%	7%	-7%	?	5%	-7%	-4%	-1	-3%
7	CC[C@H](C)[C@H](NC(=O)[C@H](Cc1ccc(O)cc1)NC(=O)[C@@H](N)C(C)C)C(=O)N[C@@H](Cc1cnc[nH]1)C(=O)N1CCC[C@H]1C(=O)N[C@@H](Cc1ccccc1)C(=O)O	-1%	-2%	-20%	-10%	6%	-2%	-1%	-5	-4%
8	O=C1OC(C(=O)Nc2nccs2)Cc2ccccc21 (stereo not given)	-7%	7%	-22%	-17%	13%[57.1 µM]	-10%	7%	0	0%
9	CCOC(=O)C1CCN(c2cc(C)nc3cc(-c4cccc(F)c4)nn23)CC1	2%	1%	-14%	-8%	91%[activator]	3%	209%[activator]	-3	-1%
10	Cc1ccc(NC(=O)C2CCC2)cc1S(=O)(=O)N1CCCCCC1	-4%	0%	-10%	26%	16%[57.1 µM]	0%	4%[57.1 µM]	6	0%
11	C=CCn1c(SCC(=O)c2[nH]c(C)c(C(C)=O)c2C)nnc1-c1ccncc1	-9%	9%	-13%	-21%	-14%	0%	-8%[57.1 µM]	2	0%
12	COc1cccc(C2CC(c3cccs3)=NN2C(=O)CCC(=O)O)c1OC (stereo not given)	-12%	3%	-24%	-1%	-6%	11%	7%	-1	0%
13	CN(Cc1ccccc1)C(=O)c1ccc(NC(=O)Cc2ccc(NC(=O)C3CCCN(C(=O)C4CCCC4)C3)cc2)cc1 (stereo not given)	1%	-18%	-10%	-6%	17%	5%	1%	-14	-1%
14	COc1cc(C(=O)COC(=O)c2ccc3c(c2)OCCO3)cc(OC)c1OC	-29%	11%	?	.	.	1%	.	-6	-5%
15	CCc1ccc(C(C(=O)NC2CCCC2)N(CCOC)C(=O)CCC(=O)Nc2cc(C)on2)cc1 (stereo not given)	3%	-9%	-9%	13%	6%	0%	4%	-7	-2%
16	CCn1cc(C(=O)N(C)Cc2ccc(OC(F)F)cc2)c(=O)c2ccc(C)nc21	1%	-4%	-6%	7%	4%	-1%	0%	1	-1%
17	CCc1cccc(-n2c(=O)c3cccnc3n2CC(=O)Nc2ccc(OC)c(Cl)c2)c1	11%	-13%	-19%	-3%	17%[57.1 µM]	-9%	15%[57.1 µM]	2	0%
18	Cn1c(CNC(=O)C(Cc2ccccc2)NC(=O)c2ccccc2)cc(=O)n(C)c1=O (stereo not given)	-1%	9%	-19%	-8%	18%	-4%	5%	-1	2%
19	Cc1ccc(NC(=O)CSc2nnc3n2CCCCC3)cc1	0%	5%	5%	18%	9%[57.1 µM]	-9%	9%[57.1 µM]	-4	1%
20	C/C(=N\NC(=O)C(N)=O)c1ccc(Br)cc1	0%	1%	-14%	-4%	-10%[57.1 µM]	6%	-10%	-4	-3%
21	CN(C)S(=O)(=O)NC(=O)C1=C(N2CCCC2)COC1=O	2%	4%	-12%	22%	15%	6%	0%	-8	-2%
22	C[C@@H]1CN([C@H](C)CO)C(=O)c2cc(C#CC3CCCCC3)cnc2O[C@H]1CN(C)Cc1cccnc1	-1%	15%	-21%	.	.	-11%	.	3	-4%
23	Cc1c(C(=O)Nc2nc3ccccc3[nH]2)oc2ccc(Br)cc12	-5%	-3%	4%	-19%	8%	-2%	1%	-3	5%
24	C=CCn1c(=O)[nH]c2cc(C(=O)N3CCN(c4cc(C)ccc4C)CC3)ccc2c1=O	1%	0%	-6%	36%	-6%	-8%	-6%	-20	-2%
25	CCOC(=O)CSc1nc2sc3c(c2c(=O)n1CC)CCCC3	0%	0%	8%	4%	1%	-1%	1%	1	-1%
26	CCc1c(C)sc(NC(=S)NC(C)C2CCCO2)c1C(=O)OC (stereo not given)	-9%	-2%	-20%	?	15%[57.1 µM]	4%	3%[57.1 µM]	-8	-4%
27	Cc1nc(CS(=O)(=O)c2ccccn2)sc1C(=O)NNC(=O)c1ccccc1	-2%	3%	-20%	18%	2%[57.1 µM]	1%	0%[57.1 µM]	-5	-4%
28	CCCc1cc(=O)oc2c(C)c(OCC(=O)Nc3ccccn3)ccc12	2%	0%	-7%	11%	-3%	-1%	10%	2	-5%
29	Cc1c(C(=O)NC2CCC(C)CC2)oc2ccccc12 (stereo not given)	2%	-5%	-18%	8%	30%	2%	-2%	1	9%
30	Oc1ccc(Cl)cc1CNc1cnc2ccccc2c1	-14%	16%	-21%	-34%	4%	3%	26%	1	9%
31	Cc1cnc(C=O)c2cccc([N+](=O)[O-])c12	-9%	8%	-18%	.	.	-3%	.	0	-5%
32	O=C(NCC1CCCCC1)c1cc([N+](=O)[O-])ccc1N1CCOCC1	-1%	6%	-4%	?	5%	5%	-8%[57.1 µM]	7	-3%
33	CCN(CC)S(=O)(=O)c1cccc(-c2cn3cc(C)ccc3n2)c1	7%	18%	-27%	-5%	11%	11%	8%	3	5%
34	O=C(Cc1cccs1)Nc1ccc(C(=O)O)cc1	0%	0%	-22%	0%	14%	5%	10%	1	-2%
35	O=c1[nH]c(-[n+]2ccccc2)c(/C=N/N=C(\[O-])c2ccccc2)s1	-1%	1%	-6%	6%	-16%	0%	-25%	-6	-1%
36	Cc1noc(C)c1COC(=O)/C=C/c1ccc(Cl)cc1	3%	14%	-12%	-91%[56.9 µM]	10%	-1%	-4%	-1	-1%
37	Cc1c(CNC2CCCCCC2)c(C(=O)O)c(C)n1Cc1cccc(Cl)c1	1%	9%	-15%	11%	-6%	0%	-7%	-7	-1%
38	COc1cc(NC(=O)CN2C(=O)NC(CC(C)C)C2=O)cc(OC)c1OC (stereo not given)	-13%	1%	-8%	-7%	1%	3%	-1%	-1	-4%
39	O=C(NC(=S)Nc1ccc(Cl)cc1Cl)C1CC1	1%	-2%	-19%	-27%	?	-29%	3%	-6	15%
40	O=c1c2cc3c(nc2[nH]c(=S)n1-c1ccccc1)CCCC3	-3%	1%	-19%	-8%	11%	-2%	3%	-1	0%
41	CCOc1ccc(CNC(=O)C2Cc3cc(S(=O)(=O)N4CCCCCC4)ccc3N2C(C)=O)cc1 (stereo not given)	-3%	2%	-22%	7%	15%	-11%	4%	-2	-2%
42	Cc1noc(C)c1CSc1ccccc1C(=O)Nc1nccs1	4%	2%	-4%	-9%	-9%	5%	-4%	1	-7%
43	CC(C)c1ccc(NC(=O)C2CCN(S(=O)(=O)c3ccc4c(c3)NC(=O)CO4)CC2)cc1	0%	-3%	-15%	3%	8%	-4%	-8%	-2	-1%
44	CC(=O)Nc1ccc(SC(C)C(=O)NC2CCCC2)cc1 (stereo not given)	0%	3%	-10%	-13%	15%[57.1 µM]	12%	7%[57.1 µM]	-2	-3%
45	CCN(CC(=O)Nc1c(F)cccc1F)C(=O)c1cccn1C	-1%	1%	?	.	.	1%	.	-12	-4%
46	CN(CC(=O)Nc1ccccc1Br)C(=O)c1sccc1-c1ccccc1	-2%	-5%	-16%	12%	16%	10%	-1%	-13	-3%
47	O=C(/C=C/c1ccccc1)Nc1cccc(S(=O)(=O)Nc2ccccc2F)c1	2%	2%	-8%	-102%	-14%	0%	-13%	-3&1&-7	2%
48	CCCOC(=O)c1ccc(NC(=O)C2CCCO2)cc1 (stereo not given)	1%	-6%	-6%	-25%	3%[57.1 µM]	-4%	-2%[57.1 µM]	-5	0%
